Assay outcomes deposited in PubChem BioAssay by National Center for Advancing Translational Sciences (NCATS).
TDP1 cell noCPT: qHTS for Inhibitors of human tyrosyl-DNA phosphodiesterase 1 (TDP1): qHTS in cells in absence of CPT. Potency, µM (doses to about 46.2 µM), for the others: at the top dose activity change, negative = growth inhibition, usual class: inhibitors. DT40 Tdp1-/- hTDP1 cells, no CPT, ATP luminescence, 48 h. 420,000 tested, 15% active; note: nearly all actives have a fitted effect of over 55% in size
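Seeded 400 DT40-hTDP1 cells/well (vehicle DMSO, no 20 nM CPT); pinned compounds; ≥48 hr at 37 °C; CellTiter-Glo luminescence as viability measure.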
TDP1 cell CPT: qHTS for Inhibitors of human tyrosyl-DNA phosphodiesterase 1 (TDP1): qHTS in cells in presence of CPT. AID 686979, 2013. 420,000 tested, 12% active. chicken DT40 Tdp1-/-;hTDP1 cells + 20 nM CPT, ATP luminescence, 48 h. Potency, µM (highest dose often 46.2 µM), for the others: top-dose activity change, negative = growth inhibition, usual class: inhibitors; note: nearly all actives have a fitted effect of over 55% in size
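Cell growth measured by CellTiter-Glo luminescence after a minimum 48 h, 37 C compound exposure with 20 nM CPT in Tdp1-knockout DT40 cells stably expressing hTDP1, seeded 400/well; qHTS titration format.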
TDP1 inh: qHTS Assay for Inhibitors of Tyrosyl-DNA Phosphodiesterase (TDP1); Tyrosyl-DNA phosphodiesterase 1 (Homo sapiens), Q9NUW8; recombinant TDP1, AlphaScreen DNA substrate cleavage; Potency, µM (titrated, usually from 130 µM), inactives show top-dose activity change, negative = inhibition, hits mostly inhibitors; 350,000 tested, 0.28% active; AID 485290, 2010; note: nearly all actives have a fitted effect of over 40% in size
Target sequence (Q9NUW8 whole entry, looked up): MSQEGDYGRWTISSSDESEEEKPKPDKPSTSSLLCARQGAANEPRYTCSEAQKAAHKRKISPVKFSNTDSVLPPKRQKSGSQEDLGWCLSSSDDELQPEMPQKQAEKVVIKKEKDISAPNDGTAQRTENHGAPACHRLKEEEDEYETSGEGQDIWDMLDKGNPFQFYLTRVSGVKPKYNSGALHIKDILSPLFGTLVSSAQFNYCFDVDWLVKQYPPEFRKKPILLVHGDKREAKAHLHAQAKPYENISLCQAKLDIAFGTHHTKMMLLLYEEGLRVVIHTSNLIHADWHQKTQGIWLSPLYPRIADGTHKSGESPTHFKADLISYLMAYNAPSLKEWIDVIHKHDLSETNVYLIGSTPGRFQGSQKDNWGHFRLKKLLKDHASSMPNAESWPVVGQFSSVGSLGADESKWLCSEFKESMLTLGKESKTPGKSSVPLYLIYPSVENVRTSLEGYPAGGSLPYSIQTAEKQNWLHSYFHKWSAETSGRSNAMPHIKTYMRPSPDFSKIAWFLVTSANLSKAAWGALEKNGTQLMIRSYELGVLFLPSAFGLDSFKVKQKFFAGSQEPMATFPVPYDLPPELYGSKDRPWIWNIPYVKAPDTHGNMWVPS
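Compounds were preincubated with Tdp1 (1 nM final) for 15 min at room temperature before substrate (15 nM final) started a 5 min reaction; beads (10 ug/ml final) were then added for 10 min before AlphaScreen detection.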
* marks the source's active call; other numbers are inactive results; ? = inconclusive; . = no result given; & = joins results of further samples; [ ] = dose if it differs, or a comment. Calls come from the whole dose curve; as a rule, active = well fitted curve in the direction sought with a large enough effect; inconclusive = small, poorly fitted or top-dose-only effect, or another doubt; inactive = no such curve, though single readings can be large; an effect the other way counts as inactive or inconclusive. % is set by controls: 0 for no effect and ±100 for the full control effect; potency is the fitted concentration of half-maximal effect.

mol,TDP1 cell CPT,TDP1 inh,TDP1 cell noCPT
COc1ccc(-c2nn(-c3ccccc3)cc2C(=O)Nc2ccc(C(=O)O)cc2)cc1OC,-3%,2%,-13%
CN(C)CCCN(C(=O)c1ccco1)c1nc2ccc(Cl)cc2s1,18µM*,2%,16µM*
O=C(NCCN1CCCC1)c1ccc(Cn2c(=S)[nH]c3ccc(Br)cc3c2=O)cc1,-7%,8%,-13%
CN(CC(=O)Nc1cccc(F)c1)C(=O)c1ccc(-n2cncn2)c([N+](=O)[O-])c1,-16%,.,-24%
CCC1CCc2c(sc(NC(=O)c3cnccn3)c2C(N)=O)C1 (stereo not given),-27%,.,?
Cc1[nH]c2ccccc2c1N=Nc1ccccc1C(=O)O,-30%,3%,?
COc1ccc(/C=N/n2cncn2)cc1Cn1nc(C)c([N+](=O)[O-])c1C,2%,.,8%
Cc1oc(-c2ccccc2Cl)nc1CN1CCCN(C(=O)c2ccco2)CC1,?,2%,?
Cc1ccnc(NC(c2ccccc2)c2ccc3cccnc3c2O)c1 (stereo not given),?,.,21µM*
Cc1cc2c(cc1C)-n1nnnc1C(N1CCN(c3ccccn3)CC1)C(c1ccc3c(c1)OCO3)=N2 (stereo not given),?,.,?
NC(=O)CSc1nc2cc3c(cc2c(=O)n1CCCCCC(=O)NCc1ccc2c(c1)OCO2)OCO3,10%,5%,-23%
CNC(=O)Cc1nc2ccccc2n1CC(=O)Nc1cc(C)cc(C)c1,-3%,4%,12%

mol,TDP1 cell CPT,TDP1 inh,TDP1 cell noCPT
COc1cccc(-c2nn(C)c3sc(C(=O)N4CCN(c5ccccc5)CC4)cc23)c1,23µM*,7%,23µM*
O=C(CN1C(=O)NC2(CCCC2)C1=O)OCc1ccc(Br)cc1,?,-8%,?
O=C(C1CC1)N1CCc2cc(Br)cc(S(=O)(=O)N3CCN(c4cccc(Cl)c4)CC3)c21,-18%,12%,-26%
CCOC(=O)c1c(CN2CCN(CC#N)CC2)n(C)c2cc(Br)c(OC)cc12,?,.,?
CC(C)(O)c1cc2ccc(C#Cc3ccsc3)cc2c(=O)o1,?,1%,?
CCOC(=O)c1c(C)[nH]c(C)c1S(=O)(=O)NCc1ccc(OCC)cc1,-6%,3%,6%
Cc1ccc(SCc2[nH]nc3c2C2(CCSCC2)C(C#N)=C(N)O3)cc1,-11%,9%,-25%
CCN(CC)S(=O)(=O)c1cccc(NC(=O)CSc2nnc(N)s2)c1,1%,0%,?
Cc1cc(C)c(OCC(=O)OCC(=O)NCc2ccco2)c(C)c1,-4%,.,-7%
Cc1csc(SCC(=O)Nc2ccc(CC#N)cc2)n1,-26%,.,3%
O=C(c1ccccc1)N1CCCC(C(=O)N2CCCCCC2)C1 (stereo not given),-4%,8%,-19%
O=C(CC(CC(=O)c1ccccc1)c1ccccc1)c1ccccc1,?,.,?

mol,TDP1 cell CPT,TDP1 inh,TDP1 cell noCPT
COc1ccc(/C=C/C(=O)Nc2c(C(=O)O)[nH]c3ccccc23)cc1OC,21µM*,4%,?
CC1CCCCC1NC(=O)CNC(=O)c1ccco1 (stereo not given),-8%,.,7%
CCCCC(CCC(=O)O)(C(=O)OCC)c1csc(Nc2ccccc2)n1 (stereo not given),2%,0%,-16%
COc1ccc(C(CNC(=O)c2ccc(S(=O)(=O)Nc3ccccc3OC)cc2)N2CCCC2)cc1 (stereo not given),?,.,?
Cc1noc(C)c1S(=O)(=O)N1CCCCC1,-3%,2%,16%
O=C(CCC(=O)N1CCSc2ccccc21)NCc1ccc(Cl)cc1,-24%,.,-20%
COc1ccc(C(=O)Nc2nc3n(n2)C(c2ccc(Cl)cc2)C=C(c2ccccc2)N3)cc1OC (stereo not given),15µM*,6%,15µM*
CC1(C)CC2CC(C)(CN2C(=O)COC(=O)c2ccccc2C(F)(F)F)C1 (stereo not given),?,0%,?
CC(=O)NC(Cc1ccccc1F)C(=O)NC1CCN(C(=O)Nc2ccc(C)cc2)CC1 (stereo not given),-16%,.,11%
COc1ccc(/C(O)=C2\C(=O)C(=O)N(c3cc(C)on3)C2c2ccccc2OC)cc1 (stereo not given),-7%,-2%,-18%
Cc1cccc(N2CCN(C(=O)CCSCc3ccccc3F)CC2)c1C,?,-3%,21µM*
NC(=O)CC(NC(=O)c1ccccc1)c1ccc(N2CCCCCCC2)c([N+](=O)[O-])c1 (stereo not given),8.2µM*,.,9.2µM*

An excerpt from above in order of molar mass, high to low.
mol,TDP1 cell CPT,TDP1 inh,TDP1 cell noCPT
NC(=O)CSc1nc2cc3c(cc2c(=O)n1CCCCCC(=O)NCc1ccc2c(c1)OCO2)OCO3,10%,5%,-23%
CC(=O)NC(Cc1ccccc1F)C(=O)NC1CCN(C(=O)Nc2ccc(C)cc2)CC1 (stereo not given),-16%,.,11%
Cc1[nH]c2ccccc2c1N=Nc1ccccc1C(=O)O,-30%,3%,?
CC1CCCCC1NC(=O)CNC(=O)c1ccco1 (stereo not given),-8%,.,7%

(cont.)
mol,TDP1 cell CPT,TDP1 inh,TDP1 cell noCPT
Cc1ccccc1C(=O)N/N=C/c1ccc(Sc2ccccn2)o1,1%,8%,-24%
Cc1[nH]ncc1Nc1ccccc1C(C)C,-3%,.,-6%
Cc1cc(C)nc(SCc2nnc(SCC(=O)Nc3nc(-c4ccccc4)cs3)n2-c2ccccc2)n1,?,7%,18µM*
COc1ccc(OC)c(NC(=O)CN2C(=O)NC3(CCOc4ccccc43)C2=O)c1 (stereo not given),-2%,2%,5%
O=C(CN1CCN(Cc2ccccc2Cl)C1=O)NCc1ccccn1,0%,.,8%
Cc1cccc(Cn2c(-c3cccc(Br)c3)nc3ccccc32)c1,18µM*,-3%,16µM*
Cc1sc2nc(CSCC(=O)Nc3ccc(OC(F)F)cc3)[nH]c(=O)c2c1C,-16%,0%,-1%
CC(=O)c1cccc(Nc2c3c(nc4nc(-c5cccs5)nn24)CCCC3)c1,?,7%,18µM*
CN(Cc1ccccc1)C(=O)c1cccc(C(=O)N(C)Cc2ccccc2)c1,-2%,.,?
O=C(c1c[nH]c2ccccc12)C(F)(F)F,?,.,?
CCCCCN1N=C(C)CC1=O,19%,-2%,1%
O=[N+]([O-])c1cccnc1Oc1ccc(F)cc1F,1%,5%,-10%

mol,TDP1 cell CPT,TDP1 inh,TDP1 cell noCPT
O=C(Nc1ccnn1C1CCN(C(=O)c2cccc(Cl)c2)CC1)C1CCOC1 (stereo not given),-1%,5%,-8%
O=C(O)c1cccc(CSc2n[nH]c(-c3ccc(Cl)cc3Cl)n2)c1,0%,0%,-17%
COc1ccc(Nc2nc(N)nc(CN3CCN(c4ccc(F)cc4)CC3)n2)cc1,?,6%,15µM*
Cn1cc([N+](=O)[O-])c(C(=O)n2cccn2)n1,2%,.,-7%
CCCCCCCCCCCCCCCC(=O)OCC(COP(=O)(O)O)OC(=O)CCCCCCCCCCCCCCC (stereo not given),3%[4.12 µM],5%&9%,0%[4.12 µM]
CCOC(=O)C1=C(c2ccccc2)NC(=O)NC1c1cc(OCC)c(O)c([N+](=O)[O-])c1 (stereo not given),?,.,-14%
S=c1[nH]ccn1CCc1ccccc1,-14%,.,-22%
COCCn1c(SCC(=O)N2CCC(C)CC2)nc2ccccc2c1=O,?,2%,?
COC(=O)c1cccc(N(CC(=O)NC2CCCCC2)C(=O)CNC(=O)c2cccs2)c1,6%,9%,-16%
O=C(Cn1cc(COc2ccc(C(=O)c3ccccc3)cc2)nn1)c1ccc(O)cc1,8%,.,-21%
COc1ccc(-c2nc3nc(C)cc(N4CCN(c5cccc(C(F)(F)F)c5)CC4)n3n2)cc1,?,2%,?
COc1cc(CN2CCN(Cc3ccco3)CC2)cc(OC)c1,2%,.,-14%

mol,TDP1 cell CPT,TDP1 inh,TDP1 cell noCPT
Cc1ccc2c(c1)N(CC(=O)N1CCN(C3CCCCC3)CC1)C(=O)CO2,2%,12%,1%
NC(=O)C[C@H](NC(=O)c1ccc(Cl)cc1)C(=O)OCc1ccccc1,-27%,0%,?
Cc1cc(OCC(=O)OCC(=O)Nc2cc(S(=O)(=O)N3CCOCC3)ccc2Cl)ccc1Cl,1%,2%,-13%
COC(=O)NNC(=O)C(c1ccccc1)c1ccccc1,-10%,.,-7%
COc1ccc(-c2noc(-c3cccc(OC)c3OC)n2)cc1OC,?,0%,?
COC(CNS(=O)(=O)c1ccc(S(=O)(=O)N2CCCC2)cc1)OC,13%,-1%,-1%
CC(C)CN1CCC(=O)N([C@H](CSc2ccccc2)Cc2ccccc2)CC1,18µM*,.,16µM*
COC(=O)c1cc(C)nc(N)c1C#N,12%,3%,1%
CN(c1ccccc1)c1nc(N)c([N+](=O)[O-])c(Nc2cccc(F)c2)n1,-17%,.,-26%
COc1cccc(N=c2oc3c(C)ncc(CO)c3cc2C(N)=O)c1,-28%,4%,-19%
Cc1c(Cl)cccc1NC(=O)NN1CCN(C)CC1,?,2%[56.1 µM],2%
Cc1ccc(N2C(=O)C3C(C2=O)C(C(=O)c2ccc(Cl)cc2)N2CCCC32)cc1 (stereo not given),-5%,10%,-25%

An excerpt of these results, as labelled records.
COC(=O)NNC(=O)C(c1ccccc1)c1ccccc1
  TDP1 cell CPT = -10% | TDP1 inh = . | TDP1 cell noCPT = -7%
COc1ccc(-c2noc(-c3cccc(OC)c3OC)n2)cc1OC
  TDP1 cell CPT = ? | TDP1 inh = 0% | TDP1 cell noCPT = ?
COC(CNS(=O)(=O)c1ccc(S(=O)(=O)N2CCCC2)cc1)OC
  TDP1 cell CPT = 13% | TDP1 inh = -1% | TDP1 cell noCPT = -1%

(listing goes on)
mol,TDP1 cell CPT,TDP1 inh,TDP1 cell noCPT
COc1ccc(/C=N/NC(=O)c2ccncc2)cc1Cn1nc([N+](=O)[O-])c(Br)c1C,-16%,2%,?
Cc1ccc(C(=O)Nc2ccccc2C(=O)N2CCCCCC2)cc1,2%,-1%,-2%
Cc1cccc(Nc2c(-c3ccsc3)nc3nc(C)cc(C)n23)c1,?,2%,?
O=C(Nc1cccc([N+](=O)[O-])c1)N1CCCCCC1,17%,0%,12%
Cc1ccc(NC(=O)CCCn2c3ccccc3c(=O)c3cc(C)ccc32)c(Br)c1,?,-7%[12.3 µM],15µM*
COc1ccc(C2c3ccc4ccccc4c3Oc3ncn(CCCO)c(=N)c32)cc1 (stereo not given),?,.,?
O=c1ccc2cc(S(=O)(=O)NCc3ccccc3)ccc2[nH]1,-2%,.,-14%
Cc1noc(C)c1C(=O)N1CCC2(CCN(Cc3cc(C(F)(F)F)cc(C(F)(F)F)c3)CC2)CC1,?,.,23µM*
CC(C)n1cnc(S(=O)(=O)N2CCCC(C(=O)NCc3ccccc3Cl)C2)c1 (stereo not given),-24%,4%,-21%
CC(C)C(NS(=O)(=O)c1ccccc1)C(=O)OCc1cc([N+](=O)[O-])cc2c1OCOC2 (stereo not given),-25%,4%,?
Cc1ccc(-n2nc3c(c2NC(=O)c2c(F)cccc2Cl)CS(=O)(=O)C3)cc1C,-1%,3%,-1%
COC(=O)C1CC(O)CN1S(=O)(=O)c1cccs1 (stereo not given),26%,2%,14%

mol,TDP1 cell CPT,TDP1 inh,TDP1 cell noCPT
NC(=O)CSc1nc2ccccc2c(=O)n1Cc1ccccc1,3%,.,12%
O=C(CCCC(=O)Nc1cccnc1)Nc1cccnc1,3%,5%,2%
CCCC1NC(=O)c2cccnc2-n2c1nc1cc(F)c(F)cc1c2=O (stereo not given),-17%,.,-1%
CCCCN(CCCC)CCCNC(=O)CC1Oc2ccc(C)cc2NC1=O (stereo not given),-14%,-2%,-12%
COc1ccc(-c2ccc(CO)o2)cc1N,?,1%,?
CCC(C)(C)NC(=O)C(c1cccc(OC)c1)N(C(=O)c1ccn[nH]1)c1cccc(OC)c1 (stereo not given),?,6%,?
CN1C(=O)Cc2cc(S(=O)(=O)NCCc3ccccc3)ccc21,?,7%&6%,?
CC(=O)NC(CCS(C)(=O)=O)C(=O)Nc1ccc2c(c1)OCO2 (stereo not given),-23%,-6%,-4%
CCn1c(=NC(=O)C2COc3ccccc3O2)sc2c(C)ccc(OC)c21 (stereo not given),21µM*,.,12µM*
COC(=O)c1cc(C(=O)OCC(=O)N(C)C2CCS(=O)(=O)C2)cc([N+](=O)[O-])c1 (stereo not given),-4%,2%,-14%
